Screening data from PubChem BioAssay.
Mtb RmlCD inh – blocks M. tuberculosis RmlC and RmlD coupled enzymes. P9WH09+P9WH11. RmlC+RmlD coupled enzyme assay, percent inhibition; primary screen in compound mixtures. inhibition, % at 3.6 µM. AID 1533. 160,000 compounds, 0.03% hits; in the data active = inhibition mostly above about 34%, no sharp cut-off; note: some results filed as inactive read as strong as hits
Target sequence (P9WH09 whole entry, looked up): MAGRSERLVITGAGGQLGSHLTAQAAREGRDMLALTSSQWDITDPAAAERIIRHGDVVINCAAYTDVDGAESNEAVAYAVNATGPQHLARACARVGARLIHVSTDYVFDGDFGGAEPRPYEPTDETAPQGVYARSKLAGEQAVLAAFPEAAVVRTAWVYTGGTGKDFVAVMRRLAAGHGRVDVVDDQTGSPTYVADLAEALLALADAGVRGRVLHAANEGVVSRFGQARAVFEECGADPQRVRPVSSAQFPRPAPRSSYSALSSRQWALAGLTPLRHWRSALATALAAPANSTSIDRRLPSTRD
Target sequence (P9WH11 whole entry, looked up): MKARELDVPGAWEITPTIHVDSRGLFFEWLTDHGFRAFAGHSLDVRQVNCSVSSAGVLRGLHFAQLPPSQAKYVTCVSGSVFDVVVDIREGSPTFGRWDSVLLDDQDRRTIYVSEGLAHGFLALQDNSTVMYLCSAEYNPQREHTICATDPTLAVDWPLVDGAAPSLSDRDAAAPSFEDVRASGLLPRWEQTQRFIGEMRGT
GlmU inhibition – inhibition of mycobacterial GlmU enzyme – biochemical, glucosamine-1-phosphate acetyltransferase (AID 1376) | inhibition, %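 (tested at 30 µM in the primary screen)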, or IC50 in µM where a hit was titrated | M. tuberculosis GlmU acetyltransferase enzyme assay; higher % means a stronger effect | 220,000 compounds, 0.25% hits; in the data active = inhibition above about 13%;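 note: 0% = complete reaction with vehicle and 100% = reaction without substrate; strong numbers were not always called active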
* hit, by the source's call; . = no result given; & = joins results of further samples. These rows are one share of the data; rates above refer to the full screens.

SMILES | Mtb RmlCD inh | GlmU inhibition
CCCCCCC(=O)Nc1nc(C)c(-c2csc(Nc3ccccc3OC)n2)s1 | 8 | 3.0%
COc1cc(S(=O)(=O)Nc2ccc(C)cc2)ccc1N=Cc1c(C)[nH]n(-c2ccccc2)c1=O | -3 | 5.8%
N#Cc1ccccc1NC(=O)COc1c(Br)cc(Br)c2cccnc12 | 8 | -1.1%
O=[N+]([O-])c1ccc(NCCNc2ccc(Cl)nn2)cc1 | 2 | 2.8%
CC(=O)Nc1ccc(C2Nc3ccccc3C(=O)N2C2CCCCC2)cc1 (centres undefined) | 8 | 4.6%
O=C(c1ccco1)n1c(=S)nc2ccccn21 | 4 | -0.6%
C[N+](C)(C)c1ccc(/C=N/Nc2nc(Cl)c(C#N)c(Cl)c2Cl)cc1 | 10 | -6.7%
CNC(=O)N(C)c1ccc(C(O)(C(=O)OC)C(F)(F)F)cc1 (centres undefined) | . | -2.2%
O=C(O)c1ccccc1NC(=S)NC(=O)c1cccc2ccccc12 | -44 | 0.7%
c1ccc2nc3c(cc2c1)CCCCC3 | -13 | -2.6%
CCN(CC)Cc1c(CC(C)C)oc(C)c1C(=O)O | . | -6.6%
C[C@H](NS(=O)(=O)c1ccc(Cl)cc1)C(=O)OCC(=O)NC(=O)Nc1ccc2c(c1)OCCO2 | . | 5.2%
Fc1ccc(-c2cc(-c3ccccc3)nc(-n3cccn3)n2)cc1 | . | -8.9%
COc1ccc(Cl)cc1NC(=O)Cc1c(F)cccc1Cl | -14 | 2.4%
CC1CN(C)C(C)c2c1oc1ccc(N)cc21 (centres undefined) | 7 | 0.4%
COC(=O)c1ccc(COc2ccc(/C=N/NC(N)=S)cc2)o1 | -8 | -2.8%
CCC(=O)c1ccc(N2CCCCC2)c(F)c1 | 5 | 5.7%
Cc1cccc(-n2c(SCC(=O)NCc3ccc4c(c3)OCO4)nc3ccccc3c2=O)c1 | -9 | -2.3%
CCN(CC(=O)NCc1ccccn1)S(=O)(=O)c1ccc(Cl)cc1 | 2 | 2.6%
CCCCC(CC)C(=O)NCC(C)NC(=O)C(CC)CCCC (centres undefined) | -2 | 1.5%
COc1ccccc1CNC(=O)C/C(C)=N/NC(=O)COc1ccc(C)cc1Br | -3 | 2.2%
CC(C)(C)C1CCC(=NNC(=O)CN(c2ccccc2)S(=O)(=O)c2ccccc2[N+](=O)[O-])CC1 (centres undefined) | . | 1.4%
COc1ccc(OCc2nnc(SCc3ccc(C(=O)O)cc3)o2)cc1 | -4 | -2.3%
O=C(CSc1ccc2nnc(-c3cccnc3)n2n1)NCC1CCCO1 (centres undefined) | -2 | -5.2%

Part of the list above, with two lines to a compound.
Each structure is followed by: Mtb RmlCD inh | GlmU inhibition
COc1ccccc1CNC(=O)C/C(C)=N/NC(=O)COc1ccc(C)cc1Br
→ -3 | 2.2%
CC1CN(C)C(C)c2c1oc1ccc(N)cc21 (centres undefined)
→ 7 | 0.4%

Remaining list, next part:
SMILES | Mtb RmlCD inh | GlmU inhibition
CC1(C)CC(=O)C2=C(C1)NC(=O)CC2c1cc2c(cc1Br)OCO2 (centres undefined) | . | 6.0%
CC(=O)N/C(=C\c1cccs1)C(=O)O | -3 | -3.6%
COC(=O)c1ccc(CN2C(=O)NC(CC(C)C)C2=O)cc1 (centres undefined) | 9 | -1.2%
Cn1c(N=NC(=O)c2ccccc2)c(O)c2ccccc21 | 3 | 0.8%
Oc1ccc2ccccc2c1C=Nc1ccccc1-c1nc2ccccc2[nH]1 | . | -0.2%
Cc1ccc(C)c(C(=O)CSc2nnnn2-c2cccnc2)c1 | . | 5.6%
O=C(Cc1cccs1)Nc1cccc(C(=O)Nc2ccc(C(=O)O)cc2)c1 | -5 | -1.4%
CCC(C)NC(=O)C1(NC(=O)Nc2ccccc2)CCCCC1 (centres undefined) | 2 | -6.4%
Cc1ccc(S(=O)(=O)N(C)CC(=O)N2CCCC2)cc1 | . | -7.5%
Cc1[nH]c2ccc(F)cc2c1CCN(Cc1ccco1)C(=S)NC(C)(C)C | 4 | 1.9%
CCOc1ccc(C(=O)NNC2CC(=O)N(Cc3ccc(Cl)cc3)C2=O)cc1OC (centres undefined) | -11 | -0.1%
COC(=O)c1ccc(C2NC(C(=O)O)CS2)cc1 (centres undefined) | -6 | -3.0%
CCN(CC)S(=O)(=O)c1cccc(-c2n[nH]c(=S)n2CC(C)C)c1 | . | -4.3%
COc1cc(C(=O)NCC(c2cccs2)N(C)C)cc(Cl)c1OC(C)C (centres undefined) | . | 1.5%
CC(O)(CS(=O)(=O)Cc1cccc(C(F)(F)F)c1)C(=O)Nc1cccc(C(F)(F)F)c1 (centres undefined) | . | 1.2%
O=C(CSc1nnc2ccccn12)Nc1ncc(Cl)cc1Cl | . | 4.9%
CCOCCCn1c(=NC(C)=O)c(C#N)cc2c(=O)n3ccccc3nc21 | -9 | -7.5%
COc1ccc(NC(=O)Nc2ccc(Br)c(C)c2)cc1 | 6 | -3.5%
COc1cc(OC)cc(C(=O)Nc2ccc(CN3CCCCC3)cc2)c1 | -7 | 7.0%
O=C(O)c1c(Cl)c(Cl)c(Cl)c(Cl)c1C(=O)N1CCCC1 | . | 1.5%
Cc1cc(C)c2cc(CN(Cc3cccnc3)C(=O)c3ccc(F)cc3)c(Cl)nc2c1 | -7 | 1.9%
Cc1nn(CC(=O)Nc2ccc(N(C)C)cc2)c(C)c1[N+](=O)[O-] | 4 | 1.6%
CC(=O)NC12CC3CC(C1)CC(C(=O)OCC(=O)Nc1ncc(Cl)cc1Cl)(C3)C2 | -2 | 6.8%&3.9%
Cn1cccc1Cc1nnc(SCC(=O)NCc2ccccc2Cl)n1-c1ccc(F)cc1 | 6 | 2.2%
Cc1cc(C)cc(N(CC(=O)NCc2ccco2)C(=O)c2snc(C(N)=O)c2N)c1 | . | -4.6%
O=C(CSc1cccc2cccnc12)N1CCCC1 | 0 | 2.7%
Cc1cccc(NC(=O)CN2C(=O)COc3ccc(Cl)cc32)c1 | . | -4.7%
COCCN(C(=O)CSc1nnc2cc(C)c3ccccc3n12)c1c(N)n(Cc2ccccc2)c(=O)[nH]c1=O | 3 | -4.4%
Cc1c(N(C(=O)c2ccccn2)C2(C(=O)NC3CCCC3)CCCCC2)c(=O)n(-c2ccccc2)n1C | -3 | -0.7%
CCOC(=O)c1c(C)[nH]c(N=Nc2cccc(OC)c2)c1C | -11 | -8.7%
COc1ccc(NC(=O)c2ccc3snnc3c2)cc1 | . | 0.3%
CC(C)(C)C1CCc2c(C(=O)NNC(=O)CCCC(=O)O)csc2C1 (centres undefined) | 17 | 6.3%
COC(=O)c1nn(-c2ccc(OC)cc2)c(=O)c2c(N)sc(C)c12 | . | 1.3%
O=C(CCc1nc(-c2ccccc2F)no1)NCCN1CCc2ccccc2C1 | 0 | 7.1%
CC1(NC(=S)Nc2ccc3ccccc3c2)CCS(=O)(=O)C1 (centres undefined) | 4 | -0.8%
CCNc1nc(OCCNS(=O)(=O)c2cc(C)ccc2C)nc(N(C)C)n1 | 14 | 2.0%

Not a retest: 14 of the compounds above.
SMILES | Mtb RmlCD inh | GlmU inhibition
CCCCCCC(=O)Nc1nc(C)c(-c2csc(Nc3ccccc3OC)n2)s1 | 8 | 3.0%
COc1cc(S(=O)(=O)Nc2ccc(C)cc2)ccc1N=Cc1c(C)[nH]n(-c2ccccc2)c1=O | -3 | 5.8%
N#Cc1ccccc1NC(=O)COc1c(Br)cc(Br)c2cccnc12 | 8 | -1.1%
O=[N+]([O-])c1ccc(NCCNc2ccc(Cl)nn2)cc1 | 2 | 2.8%
CC(=O)Nc1ccc(C2Nc3ccccc3C(=O)N2C2CCCCC2)cc1 (centres undefined) | 8 | 4.6%
O=C(c1ccco1)n1c(=S)nc2ccccn21 | 4 | -0.6%
C[N+](C)(C)c1ccc(/C=N/Nc2nc(Cl)c(C#N)c(Cl)c2Cl)cc1 | 10 | -6.7%
CNC(=O)N(C)c1ccc(C(O)(C(=O)OC)C(F)(F)F)cc1 (centres undefined) | . | -2.2%
O=C(O)c1ccccc1NC(=S)NC(=O)c1cccc2ccccc12 | -44 | 0.7%
c1ccc2nc3c(cc2c1)CCCCC3 | -13 | -2.6%
CCN(CC)Cc1c(CC(C)C)oc(C)c1C(=O)O | . | -6.6%
C[C@H](NS(=O)(=O)c1ccc(Cl)cc1)C(=O)OCC(=O)NC(=O)Nc1ccc2c(c1)OCCO2 | . | 5.2%
Fc1ccc(-c2cc(-c3ccccc3)nc(-n3cccn3)n2)cc1 | . | -8.9%
COc1ccc(Cl)cc1NC(=O)Cc1c(F)cccc1Cl | -14 | 2.4%

(list continues)
SMILES | Mtb RmlCD inh | GlmU inhibition
CCOC(=O)N1CCN(C(=S)NC(C)(C)C)CC1 | . | 2.6%
O=C(CSc1nc(-c2ccco2)cc(C(F)(F)F)n1)Nc1ccccc1C(F)(F)F | . | -0.1%
CCOC(=O)c1ccc(NC(=O)c2cccc(S(=O)(=O)N3CCOCC3)c2)cc1 | . | 0.2%
O=C(CSc1ccc2nnc(-c3cccnc3)n2n1)c1ccccc1 | . | -2.2%
CCN1CCN(C(c2cccs2)C(C)NS(=O)(=O)c2ccccc2)CC1 (centres undefined) | 2 | -3.4%
Cc1csc(NC(=O)C2CCC(C)(C(=O)O)C2(C)C)n1 (centres undefined) | 4 | .
CCC(=O)c1ccc(OCC(=O)N2CCc3cc(OC)c(OC)cc3C2)cc1 | -8 | -5.1%
Cc1nn(C)cc1CNC(=O)COc1ccc(Cl)cc1Cl | . | 0.6%
c1ccc(Cn2c(-c3ccccc3)nc3nc4ccccc4nc32)cc1 | 6 | -0.8%
Clc1nc(Oc2ccccc2)nc(-c2cn(-c3ccccc3)c3ccccc23)n1 | . | 1.8%
CCc1ccccc1NC(=S)NC1CC2CCC(C1)N2Cc1ccco1 (centres undefined) | 6 | -2.0%
Cc1cc(N2C(=O)C(O)=C(C(=O)c3cccs3)C2c2cccc(Br)c2)no1 (centres undefined) | . | 7.3%
COc1ccc(N2CC(O)(c3ccc(OC(F)F)cc3)[N+]3=C2CCCC3)cc1 (centres undefined) | -11 | 0.0%
CC(=NCc1ccc2c(c1)OCO2)C1=C(O)c2ccccc2C1=O | 7 | -3.9%
O=C(Nc1ccc2nn(-c3ccccc3)nc2c1)c1cccnc1 | 9 | 7.1%
CCOC(=O)c1sc(NS(=O)(=O)c2cc(C)ccc2C)nc1C | 16 | 8.4%
CC1CN(c2nc3ccccc3nc2C(C#N)C(=O)NC2CCCCC2)CC(C)O1 (centres undefined) | . | 1.2%
O=c1c2c3c(sc2nc(N2CCNCC2)n1-c1cccc(Cl)c1)CCCCC3 | 10 | -6.5%
Cc1ccc(O)c(C2=Nc3ccccc3C2(C)C)c1 | 5 | 2.5%
Cc1ccc(C(=O)N[C@H](C(=O)Nc2cc(Cl)cc(Cl)c2)C(C)C)cc1 | 55 | -7.0%
CC(C)CC1c2[nH]c3ccccc3c2CCN1CCCn1cccn1 (centres undefined) | . | 2.7%
Cc1ccsc1/C=N/NC(=O)Cc1cc(=O)[nH][nH]1 | -3 | 7.1%
CCS(=O)CC(=O)Nc1c(-c2ccccc2)oc2ccccc2c1=O (centres undefined) | 9 | 5.4%
COc1ccc(C2C(C#N)=C(C)NC(C)=C2C#N)c(OC)c1 | . | -2.2%
COc1cc(C(=O)Nc2nc3ccc(S(C)(=O)=O)cc3s2)cc(OC)c1C | -5 | 4.2%
N/C(=N\OC(=O)c1cc([N+](=O)[O-])ccc1Cl)c1ccccn1 | -5 | -1.3%
CCOC(=O)N1CCN(Cc2nc(Cc3cccc(F)c3)no2)CC1 | -9 | -1.5%
COc1ccc(-c2cc(=Nc3cccc(C(=O)O)c3)c3cc(C)ccc3o2)cc1 | 10 | -7.3%
COc1ccc(-n2nnnc2Sc2ccc(S(=O)(=O)N3CCOCC3)cn2)cc1 | . | 5.6%
COc1nc(N(C)C)nc(N(OC)S(=O)(=O)c2ccccc2Cl)n1 | . | 4.6%
CC(Cc1cccnc1)NC(=O)c1ccccc1OC1CCN(S(C)(=O)=O)CC1 (centres undefined) | . | -2.7%
O=C(Nc1ccccc1N1CCN(C(=O)c2ccccc2)CC1)c1cc(Br)ccc1Cl | . | 1.4%
O=C(CN1C(=O)c2ccccc2S1(=O)=O)NCc1cccnc1 | . | 7.7%
CCOC(=O)c1cc2c(=O)n3ccccc3nc2n(CC2CCCO2)c1=NC(C)=O (centres undefined) | . | 5.5%
CN(C)/C=C/C(=O)Oc1ccc(Cl)cc1Cl | 4 | 1.0%
CCOC(=O)C1CCCN(C(=O)c2ccc([N+](=O)[O-])cc2)C1 (centres undefined) | 5 | 4.4%
O=C(CSc1nc2ccc(Cl)cc2[nH]1)c1cccs1 | . | -5.8%
Cc1nn(-c2cccc(Cl)c2)c2c1C(c1ccncc1)C(C#N)=C(N)O2 (centres undefined) | . | 3.8%
Cc1ccccc1NC(=O)NCCc1ccc(Cl)cc1 | 4 | -0.2%
O=C(O)c1ccc(N2C(=O)c3cccc(Oc4ccc(Cl)cc4)c3C2=O)cc1 | 7 | 0.9%
Cc1ccc(C(=O)Nc2ccccc2-c2ccccc2)cc1[N+](=O)[O-] | 19 | -4.2%
COc1ccc(OC)c(/C=N/NC(=O)c2cc3c(OC)c(OC)ccc3[nH]2)c1 | 5 | -5.9%
Clc1ccc(Cl)c(Oc2ccc(Oc3nc(Cl)ccc3Cl)cc2)n1 | . | 6.3%
COc1cccc(-c2nc(CSCC(=O)NCC3CCCO3)c(C)o2)c1 (centres undefined) | . | -2.3%
COc1ccc(C(=O)n2nc(C)c(Br)c2C)cc1 | . | -5.5%
COc1ccc(NC(=O)c2ccc(CNc3c(NC4CCCCC4)c(=O)c3=O)cc2)c(OC)c1 | . | 8.3%
CC1SCC(=O)N(CC(=O)NCc2ccccc2)C1=O (centres undefined) | 2 | 3.8%
Cc1nc(NC(=O)c2ccccc2)sc1C1(C)CC(c2c(Cl)cccc2Cl)=NO1 (centres undefined) | . | 4.5%
COc1ccccc1NC(=O)CN(c1ccc([N+](=O)[O-])cc1)S(=O)(=O)c1ccccc1 | -1 | -4.5%
O=C(Cc1ccccc1)Nc1ccccc1C(=O)O | . | -0.7%
O=C1c2cccc([N+](=O)[O-])c2C(=O)N1CCO | -16 | 2.3%
